# TGFb SMAD3 inh = blocks TGF-b signaling; HepG2 CAGA-GFP TGF-b/SMAD3 reporter, GFP fluorescence, 18 h; TGF-beta stimulated, 500 pg/mL final; Potency, µM (doses to about 46.1 µM), for inactives: top-dose activity, negative = inhibition, usual class: inhibitors; 410,000 tested, 1.2% active; further: potency means the concentration at half of the fitted maximal effect; on the % scale 0 is the no-effect control and ±100 the full control effect; nearly all actives have a fitted effect of over 65% in size
#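 First, reporter cells (HEPG2 CAGA-GFP) rested 2 h at 37 degrees C. Next, compounds were pinned in and TGF-beta added to 500 pg/mL final. After 18 h, GFP was imaged per cell and summed per well.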
# Nrf2 block = inhibitors of Nrf2 signaling; A549 ARE-Fluc reporter, luciferase luminescence, 18-24 h; Potency, µM (doses to about 46 µM), inactives show top-dose activity change, negative = inhibition, usual class: inhibitors; 360,000 tested, 2.1% active; AID 504444; further: potency means the concentration at half of the fitted maximal effect; on the % scale 0 is the no-effect control and ±100 the full control effect; nearly all actives have a fitted effect of over 60% in size
#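 Nrf2 activity is the BugLite luminescence, read 15 min after reagent at room temperature, following CellTiter-Fluor cytotoxicity readout (30 min, 37C). Compound titrations were applied for 18-24 h to 5000 A549 ARE_Fluc cells/well in 5% FBS OPTI-MEM.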
# ATXN2 expr inh = inhibitors of ATXN2 expression. HEK-293 ATXN2-luciferase reporter, luminescence, 24 h. Potency, µM (top dose mostly 57 µM), for the others: top-dose activity change, negative = inhibition, most hits filed as inhibitors. 360,000 tested, 0.72% active. AID 1745845; further: potency means the concentration at half of the fitted maximal effect; on the % scale 0 is the no-effect control and ±100 the full control effect; nearly all actives have a fitted effect of over 55% in size
#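 qHTS (up to 57 uM final) was run with 24 h compound exposure of reporter cells at 37 °C. Each well was multiplexed: SteadyGlo luminescence measured ATXN2-luciferase expression after a fluorogenic Gly-Phe-AFC viability readout (25 uM final).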
# Nrf2 ARE act = Nrf2 pathway activation. AREc32 ARE-luciferase reporter (MCF7-derived line), luminescence, 24 h. Potency, µM (doses to about 46.1 µM), for the others: top-dose activation, hits mostly activators. 410,000 tested, 0.31% active. AID 624171; further: potency means the concentration at half of the fitted maximal effect; % of control where 0% means no effect; nearly all actives have a fitted effect of over 65% in size
#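 AREc32 cells carrying an ARE-driven firefly luciferase reporter were seeded at 1000 cells/well in OPTI-MEM with 5% FBS, then exposed to compound for 24 hr at 37 deg C. Luminescence was read with Steady-Glo after 30 min at RT.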
# IL2 activator = IL-2 activation. AID 652025. 360,000 tested, 0.065% active. activation, % (series mostly up to about 46 µM). IL-2 activation reporter assay, cell-based qHTS; stimulated with anti-CD3/CD4/CD28 beads; in transgenic mouse T cells; in the data active means activation above about 50%; inconclusive means mostly about 30% to 49%; further: 0% is about no effect
#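 Readout is EGFP and DsRed signal by fluorescent plate cytometry after 18 h at 37 degrees C. Transgenic mouse T cells (750/well) received compound for 60 min before bead stimulation (anti-CD3, anti-CD4, anti-CD28); memory T cells served as non-tolerant control.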
# ATXN viability = cell viability loss in ATXN counter-screen; S2 cells (HEK-293 line with an ATXN2-luciferase reporter) viability, CellTiter-Fluor protease fluorescence, 24 h; Potency, µM (doses to about 56.7 µM), actives largely listed as cytotoxic; 400,000 tested, 0.49% active; further: potency means the concentration at half of the fitted maximal effect; nearly all actives have a fitted effect of over 40% in size
# HepG2 tox = HepG2 cytotoxicity, counter-screen for TGF-b inhibitors; Potency, µM (top dose mostly 46.1 µM), without a hit: top-dose activity change, negative = cytotoxicity, actives largely listed as cytotoxic; 410,000 tested, 0.76% active; HepG2 CAGA-GFP viability, ATP luminescence, 18 h; further: potency means the concentration at half of the fitted maximal effect; some results filed as inactive show a strong effect at the top dose
#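 CellTiter-Glo luminescence gave cytotoxicity after 18 hours at 37 degrees C. The cells were HepG2 CAGA-GFP in 1% FBS DMEM, stimulated with 500 pg/mL TGF-beta after compound addition. %Activity was normalised to no-cell wells (complete cell-killing) and DMSO (no toxicity), and curves were fitted and classified.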
# A549 viability = counter-screen for Nrf2 inhibitors: cytotoxicity in A549 cells; A549 ARE-Fluc cells, CellTiter-Fluor viability, 18-24 h; Potency, µM (top dose mostly 46 µM), inactives show at the highest dose activity change, negative = cytotoxicity, hits mostly inhibitors; 390,000 tested, 0.16% active; further: potency means the concentration at half of the fitted maximal effect; on the % scale 0 is the no-effect control and ±100 the full control effect
#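 A549 ARE-Fluc cells in 5% FBS OPTI-MEM, 5000 cells/well, rested 2 h then exposed to compounds in concentration-response for 18-24 h at 37 °C. Viability by CellTiter-Fluor fluorescence (Ex 405/Em 525) after 30 min; luciferase luminescence (BugLite, 15 min, RT) read afterwards.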
# EPAC2 agonist = agonists of human EPAC2 (RAPGEF4). Q8WZA2. EPAC2 activation, biochemical qHTS; response scale: 100% = 6.5 mM cAMP response. Potency, µM (series often up to 154 µM), for inactives: at the highest dose activation, usual class: activators. 360,000 tested, 0.079% active; further: potency means the concentration at half of the fitted maximal effect; nearly all actives have a fitted effect of over 50% in size
# Target sequence (Q8WZA2 whole entry, looked up): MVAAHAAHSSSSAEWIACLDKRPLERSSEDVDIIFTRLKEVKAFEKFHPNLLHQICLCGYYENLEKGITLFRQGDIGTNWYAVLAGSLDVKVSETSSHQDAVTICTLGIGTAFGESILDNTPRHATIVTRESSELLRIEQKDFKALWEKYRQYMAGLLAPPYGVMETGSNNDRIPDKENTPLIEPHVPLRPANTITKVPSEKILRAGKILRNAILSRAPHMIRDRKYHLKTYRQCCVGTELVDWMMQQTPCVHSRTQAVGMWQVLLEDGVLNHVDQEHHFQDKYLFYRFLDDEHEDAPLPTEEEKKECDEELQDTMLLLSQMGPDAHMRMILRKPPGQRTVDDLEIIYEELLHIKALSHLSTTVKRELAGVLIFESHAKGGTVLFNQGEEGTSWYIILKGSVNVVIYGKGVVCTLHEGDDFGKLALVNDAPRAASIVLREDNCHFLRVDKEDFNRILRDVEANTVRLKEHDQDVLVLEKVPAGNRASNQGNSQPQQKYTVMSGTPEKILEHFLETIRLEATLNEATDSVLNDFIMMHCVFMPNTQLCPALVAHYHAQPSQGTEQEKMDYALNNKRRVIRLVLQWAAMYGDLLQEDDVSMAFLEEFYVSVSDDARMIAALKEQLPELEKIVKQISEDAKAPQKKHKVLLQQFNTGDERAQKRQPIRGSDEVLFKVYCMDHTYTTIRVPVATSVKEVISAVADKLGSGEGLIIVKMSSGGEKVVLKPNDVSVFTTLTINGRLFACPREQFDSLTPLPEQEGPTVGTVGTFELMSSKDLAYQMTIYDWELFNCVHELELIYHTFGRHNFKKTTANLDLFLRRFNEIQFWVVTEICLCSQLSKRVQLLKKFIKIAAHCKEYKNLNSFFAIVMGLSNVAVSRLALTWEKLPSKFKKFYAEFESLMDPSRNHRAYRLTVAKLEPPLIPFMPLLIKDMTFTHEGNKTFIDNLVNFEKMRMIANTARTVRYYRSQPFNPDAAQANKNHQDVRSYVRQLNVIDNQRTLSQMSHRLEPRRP
#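 Each well held 100 nM EPAC2, 250 nM RAP1B-BODIPY-GDP and 50 uM GDP. Fluorescence, read at 5-min intervals to 30 min, was referenced to a 6.5 mM cAMP positive control.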
# Numbers without * were called inactive; i = inactive; u = inconclusive; x = not tested or not shown; [ ] = dose if it differs, or a comment. Unless noted, the call rests on the fitted dose curve; in most records, active means well fitted curve in the direction sought with a large enough effect; inconclusive means small, poorly fitted or top-dose-only effect, or another doubt; inactive means no such curve, though single readings can be large; an effect the other way counts as inactive or inconclusive.
# Value order: Nrf2 block	IL2 activator	HepG2 tox	EPAC2 agonist	ATXN viability	TGFb SMAD3 inh	Nrf2 ARE act	A549 viability	ATXN2 expr inh
O=C(NCc1cccs1)Nc1ccc(Cl)cc1
    x	-2.0	29%	10%	i	15%	0.8%	0%	55%[activator]
COc1ccc(NC(=O)c2ccc(NC(=O)CCS(=O)(=O)c3cccs3)cc2)cc1Cl
    -11%	x	-64%	x	x	u	6.7%	-4%	u
Cc1ccc(S(=O)(=O)NCCC(=O)N2CCCCCC2)cc1
    20%	-4.5	2%	-10%	i	0%	-0.3%	-3%	6%
O=C(NCCCn1ccnc1)C(=O)NCC1OCCN1S(=O)(=O)c1cc(F)ccc1F (stereo not given)
    -1%	-1.4	2%	-14%	i	4%	-0.4%	1%	-3%
COc1ccc2c(C(=O)CN3CC(C)OC(C)C3)c[nH]c2c1 (stereo not given)
    10%	0.8	-6%	5%	i	-4%	2.5%	7%	8%
Cc1ccc(CNC(=O)C(C)n2c(=O)cc(C(F)(F)F)c3c(C)nn(C)c32)cc1 (stereo not given)
    u	x	-11%	x	i	-24%	-1.3%	6%	-9%
O=C(Cn1nc(-c2ccc(Cl)cc2)c2ccccc2c1=O)NCC1CCCO1 (stereo not given)
    -2%	-2.9	-22%	-11%	u	-11%	-0.3%	2%	10%
CC(C)CNC(=O)/C=C/C=C/CCCC/C=C/c1ccc2c(c1)OCO2
    3%	-0.2	-2%	3%	i	u	0.5%	-3%	-12%
COCC(=O)N1CCC(Oc2ccc(C(=O)NCc3cc(C)n(C)n3)cc2)CC1
    6%	-3.1	5%	4%	i	5%	-0.7%	0%	-1%
Cc1ccc(OCc2cc(=O)n3cc(C)sc3n2)c(NC(=O)c2ccco2)c1
    x	x	-17%	x	x	-10%	1.2%	1%	x
CC(C)CCOc1ccccc1C(N)=O
    8%	-1.3	8%	-4%	u	-20%	0.0%	9%	x
CCc1ccc(NC(=O)CSc2nc(-c3ccc(C)cc3)nc3c2Cc2c(CO)cnc(C)c2O3)cc1
    u	x	2%	x	x	24%	0.1%	6%	x
COc1ccc(C2/C=C\CN(S(=O)(=O)c3ccc(C)cc3)CC(=O)N2Cc2cccc(F)c2)cc1 (stereo not given)
    -25%	-0.5	-18%	0%	i	-5%	4.6%	-1%	-9%
CSc1cccc(Nc2nc3c(S(=O)(=O)c4ccccc4)nnn3c3ccc(Cl)cc23)c1
    3%	x	7%	x	i	7%	2.1%	7%	-1%
CC(=O)Nc1ccc(S(=O)(=O)N2CCN(Cc3cccs3)CC2)cc1
    u	-0.9	-4%	4%	i	-3%	0.1%	0%	-23%
O=C(c1ccc(F)cc1)N1CCC(C(=O)N2CCN(S(=O)(=O)c3cccc(Cl)c3)CC2)CC1
    -24%	-4.8	-27%	3%	i	-8%	-0.6%	-19%	1%
Cn1ccnc1C(=O)c1cccc([N+](=O)[O-])c1
    4%	1.2	-16%	-2%	i	-21%	-0.8%	-11%	4%
O=C(CCl)Nc1c2c(nn1-c1ccccc1)CSC2
    u	-3.2	-12%	6%	u	u	u	-10%	u
Cc1ccc(S(=O)(=O)c2nc(S(C)(=O)=O)sc2N2CCN(C)CC2)cc1
    u	-1.0	11%	1%	i	1%	u	-6%	-1%
O=C(CCc1nnc(CCCc2ccccc2)o1)NC(C1CC1)C1CC1
    u	-2.2	-3%	3%	i	0%	2.5%	-2%	63%[activator]
Cc1ccc(Cn2c(=O)n(-c3cc(C)cc(C)c3)c(=O)c3oc4ccccc4c32)cc1
    -1%	x	-5%	x	x	1%	-1.1%	2%	x
O=C(COC(=O)/C=C/c1ccc(F)cc1)NCc1ccco1
    -3%	-0.6	1%	8%	i	6%	8.4%	-7%	17%
NC(=O)CC(NC(=O)c1cccc(Br)c1)c1ccc(N2CCC(N3CCCCC3)CC2)c([N+](=O)[O-])c1 (stereo not given)
    7%	-0.7	-1%	3%	i	u	0.7%	-3%	-4%
COc1ccccc1NC(=O)CSc1ccc2nnc(-c3ccc(C)cc3)n2n1
    -10%	-3.7	-12%	-3%	u	0%	-0.1%	-10%	-6%
CCOc1ccccc1NC(=O)COC(=O)CSc1ccc(Cl)cc1
    -8%	-2.7	0%	15%	i	-3%	-0.2%	1%	x
CCOc1ccc(NC(=O)Cn2cc(C(=O)c3ccc(F)cc3)c(=O)c3cc4c(cc32)OCCO4)cc1
    4%	x	-10%	x	i	-5%	0.2%	-7%	9%
COc1cccc(NC2=C(Cl)C(=O)OC2OC(=O)c2ccco2)c1 (stereo not given)
    -1%	-3.4	-13%	5%	i	-2%	u	7%	-11%
O=C(NC1CCCCCCC1)c1ccc(Br)cc1
    u	-2.9	0%	4%	i	20%	2.5%	6%	20%
O=C(CCCNC(=O)/C(=C\c1ccccc1F)NC(=O)c1ccccc1)OCc1ccccc1
    -9%	2.8	-24%	5%	i	-12%	3.3%	-3%	-6%
CCC1(C)COC2(OC1)C(=O)Nc1ccccc12 (stereo not given)
    -13%	-0.2	-22%	13%	i	-10%	0.2%	6%	-4%

# Single entries from the list.
# In Nrf2 block, COc1ccc(C2/C=C\CN(S(=O)(=O)c3ccc(C)cc3)CC(=O)N2Cc2cccc(F)c2)cc1 (stereo not given) has -25%
# In A549 viability, O=C(NCc1cccs1)Nc1ccc(Cl)cc1 has 0%

# Continued.
# Value order: Nrf2 block	IL2 activator	HepG2 tox	EPAC2 agonist	ATXN viability	TGFb SMAD3 inh	Nrf2 ARE act	A549 viability	ATXN2 expr inh
O=C(NCC1CCN(Cc2ccc(F)cc2)CC1)C1CCCN(c2ncnc3c2nc2n3CCCCC2)C1 (stereo not given)
    7%	-0.1	-52%	3%	u	13µM*	-2.0%	6%	x
COc1ccc(C2c3ccc4ccccc4c3Oc3ncn4nc(Cc5ccccc5)nc4c32)cc1OC (stereo not given)
    11%	-3.1	5%	2%	i	-2%	0.4%	2%	7%
Cc1cc(C)c(NC(=O)Nc2ccccc2C)c(Cl)c1
    -8%	1.2	1.3µM*	8%	i	-7%	-0.7%	-4%	x
COc1cccc(N2CCN(C(=O)c3ccc4nc(N5CCC(C)CC5)sc4c3)CC2)c1
    32%	x	-22%	x	x	-7%	0.1%	-9%	x
C=CCNC(=S)Nc1sc2c(c1C(=O)OCC)CC(C)(CC)OC2 (stereo not given)
    u	1.5	-3%	-3%	i	u	2.4%	1%	-13%
CCOC(=O)c1ccc(Nc2ncnc3c2cnn3-c2cccc(Cl)c2)cc1
    x	x	-13%	x	i	4%	0.7%	5%	18%
CCN(CC)S(=O)(=O)c1ccc2c(c1)NC(=O)C1CCCN21 (stereo not given)
    u	-2.6	-5%	-1%	i	1%	-0.4%	2%	-5%
COc1ccc2c(C)c(CCC(=O)NCc3ccc(Cl)cc3)c(=O)oc2c1C
    -22%	x	-2%	x	i	-1%	0.8%	0%	2%
O=C(CSc1nnnn1C1CCCCC1)N1CCCC1
    7%	-0.1	-12%	0%	i	-10%	3.0%	1%	12%
CCN(CC)C(=O)c1ccccc1NC(=O)c1ccccc1
    -14%	-2.6	-22%	4%	i	5%	-0.3%	5%	-3%
Cc1nn(C)c(C)c1NC(=O)CSc1nc(Cc2ccccc2)nc2c1cnn2-c1ccccc1
    17%	0.7	2%	-5%	i	3%	-0.7%	-1%	u
COc1ccc(-c2[nH]ncc2-c2cnc(C)s2)c(O)c1
    2%	-1.6	-3%	9%	i	-3%	-0.8%	2%	7%
Cc1ccccc1NC(=O)C1CCCN1S(=O)(=O)c1ccc2c(c1)n(C)c(=O)c(=O)n2C (stereo not given)
    -7%	-3.0	6%	11%	i	1%	-1.4%	0%	-3%
CC1(C)CC(NC(=O)Cc2ccccc2[N+](=O)[O-])CC(C)(C)N1
    -4%	-0.8	-11%	15%	i	0%	-0.1%	2%	6%
C/C(N)=C(/C#N)C(=O)COC(=O)C1CSC2(c3ccc(F)cc3)CCC(=O)N12 (stereo not given)
    6%	-0.6	22%	4%	i	8%	-0.4%	10%	9%
CN(C)CCCn1c(SCC(=O)Nc2nccs2)nnc1-c1ccncc1
    6%	-0.2	-5%	3%	i	-22%	-0.5%	5%	-13%
O=C(NCC(F)(F)F)Nc1ncccn1
    -1%	-0.9	-11%	-5%	u	-2%	-1.0%	0%	4%
OCCC1CN(Cc2ccsc2)CCN1C1CCCC1 (stereo not given)
    7%	-0.4	2%	5%	i	-12%	-0.4%	7%	-7%
COc1ccccc1N1CCN(c2nc3ccc(C)cc3nc2-n2nc(C)cc2C)CC1
    u	x	-24%	x	i	u	0.3%	-17%	-29%
S=c1[nH]nc(CCc2ccc(Cl)cc2)o1
    -5%	0.7	2%	0%	i	13%	0.0%	8%	12%
c1ccc2[nH]c(CSc3ncnc4c3oc3ccccc34)nc2c1
    x	-0.8	-35%	2%	i	u	16%	-8%	12%

# Looked up by structure from above (3):
# Value order: Nrf2 block	IL2 activator	HepG2 tox	EPAC2 agonist	ATXN viability	TGFb SMAD3 inh	Nrf2 ARE act	A549 viability	ATXN2 expr inh
O=C(NCC(F)(F)F)Nc1ncccn1
    -1%	-0.9	-11%	-5%	u	-2%	-1.0%	0%	4%
C=CCNC(=S)Nc1sc2c(c1C(=O)OCC)CC(C)(CC)OC2 (stereo not given)
    u	1.5	-3%	-3%	i	u	2.4%	1%	-13%
COc1ccccc1N1CCN(c2nc3ccc(C)cc3nc2-n2nc(C)cc2C)CC1
    u	x	-24%	x	i	u	0.3%	-17%	-29%
